RECQ1 helicase – blocks DNA unwinding by human RECQ1 | Potency, µM (titrated, usually from 57.3 µM), for inactives: at the top dose activity, negative = inhibition, hits mostly inhibitors | AID 2549 | RECQ1 DNA unwinding, red fluorescence kinetic read | 240,000 compounds, 0.54% hits;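 also: plate controls were vehicle for no effect and no enzyme for full effect; nearly all actives have a fitted effect of over 30% in size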
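50 nM RECQ1T1 preincubated 15 min with compound in Tris pH 8.0 buffer with MgCl2, DTT, Tween-20 and 2.5 ug/ml poly(dI-dC); started with 200 nM TAMRA/BHQ-2 forked duplex and 2 mM ATP. Unwinding read as fluorescence (525/598 nm), two reads 2 h apart.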
ALDH1A1 block – blocks purified human ALDH1A1 activity. Potency, µM (doses to about 75.3 µM), for inactives: top-dose activity, negative = inhibition, actives largely listed as inhibitors. Purified ALDH1A1, NADH fluorescence, propionaldehyde substrate. 220,000 compounds, 7.3% hits. P00352. AID 1030; active = well fitted inhibition curve with a large enough effect, not every such curve was filed as active; inconclusive = small, poorly fitted or top-dose-only effect, or another doubt; inactive = no such curve, though single readings can be large or run the other way;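 also: plate controls were no enzyme wells and a reference inhibitor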
TR SRC2 fluor cs – alters Texas Red total fluorescence, flagging assay interference; TRb/SRC2 Texas Red total fluorescence interference; Potency, µM (titrated, usually from 106 µM), inactives show at the top dose fluorescence change, negative = quenching; 280,000 compounds, 0.29% hits; active = well fitted curve in either direction with a large enough effect; inconclusive = small, poorly fitted or top-dose-only effect; also: % is scaled to controls: 0 for no effect and ±100 for the full control effect
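Human TRb ligand-binding domain at 0.6 uM with 20 nM Texas Red SRC2 peptide in Tris buffer containing 1 uM T3 and 5% DMSO, incubated with compound 5 h at ambient temperature. Total fluorescence (555/632 nm) calculated as parallel + 2 × perpendicular.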
LMNA splice mod – changes lamin A minigene splicing in HeLa cells | HeLa LMNA splicing GFP/RFP minigene ratio, 48 h | 200,000 compounds, 0.01% hits | Potency, µM (top dose mostly 46.1 µM), without a hit: at the highest dose ratio change, negative = inhibition, usual class: inhibitors; active = well fitted inhibition curve with a large enough effect in the signal ratio, with a control signal flat, not every such curve was filed as active; inconclusive = small, poorly fitted or top-dose-only effect, or effect the other way, or a change in a side signal; the % refers to the signal ratio; also: % is scaled to controls: 0 for no effect and ±100 for the full control effect
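S3 HeLa stable clones carrying a lamin A-EGFP splicing minigene plus DsRed2 were seeded at 600 cells/well in Opti-MEM with 2% FBS, pin-dosed and incubated 48 h at 37°C. Acumen cytometry (488 nm) gave the GFP/RFP total-intensity ratio.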
TRb SRC2 PPI – inhibitors of human thyroid hormone receptor beta-SRC2 interaction | P10828 | TRbeta-SRC2 peptide binding, fluorescence polarization; receptor liganded with 1 µM T3 | Potency, µM (highest dose often 106 µM), for the others: top-dose activity change, negative = inhibition, most hits filed as inhibitors | 280,000 compounds, 0.065% hits;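 also: plate controls were bound peptide for no effect and peptide without receptor for full effect; nearly all actives have a fitted effect of over 50% in size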
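Decrease in fluorescence polarization of 20 nM Texas Red SRC2 coactivator peptide flagged inhibition of its binding to 0.6 uM TRb LBD; 1 uM T3 included, incubation 5 hr, ex 555/em 632 nm.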
KDM4E inh – JMJD2E (human) inhibition | B2RXH2 | JMJD2E catalytic domain, FDH-coupled NADH fluorescence (FDH is formaldehyde dehydrogenase) | AID 2147 | 230,000 compounds, 1.6% hits | Potency, µM (series often up to 57.1 µM), inactives show at the highest dose activity change, negative = inhibition, usual class: inhibitors; active = well fitted inhibition curve with a large enough effect, not every such curve was filed as active; inconclusive = small, poorly fitted or top-dose-only effect, or another doubt; inactive = no such curve, though single readings can be large or run the other way;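 also: 0% = wells with enzyme and -100% = buffer wells without enzyme; nearly all actives have a fitted effect of over 50% in size; many of its hits are not listed in these tables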
Target sequence (B2RXH2 1-337 limits assumed): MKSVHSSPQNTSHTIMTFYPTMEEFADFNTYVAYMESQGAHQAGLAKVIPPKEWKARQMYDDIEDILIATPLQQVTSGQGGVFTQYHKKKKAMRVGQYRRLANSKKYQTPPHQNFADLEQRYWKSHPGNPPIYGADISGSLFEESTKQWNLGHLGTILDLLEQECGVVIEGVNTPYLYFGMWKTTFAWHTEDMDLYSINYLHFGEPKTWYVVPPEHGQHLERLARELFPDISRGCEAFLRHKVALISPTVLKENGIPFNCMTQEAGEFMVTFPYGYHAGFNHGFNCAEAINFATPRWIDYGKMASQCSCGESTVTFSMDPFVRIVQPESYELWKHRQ
SMN2 splice enh – SMN2 splice variant enhancement | HEK293 SMN2-luciferase splicing reporter, luminescence, 30-36 h | Potency, µM (doses to about 46.1 µM), inactives show top-dose activity change, positive = activation, most hits filed as activators | 210,000 compounds, 2.8% hits; also: % of control where 0% means no effect; nearly all actives have a fitted effect of over 55% in size
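qHTS luciferase splicing reporter: luminescence rises when SMN2 exon 7 is included in transfected HEK293 cells. Compound exposure lasted 30-36 h at 37C, with 4.5 mM final sodium butyrate as control, followed by a ONE-Glo read.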
RGS12 GoLoco inh – blocks human Gai1 binding to RGS12 GoLoco peptide, red readout; P63096; Gai1:RGS12 GoLoco peptide FP, rhodamine, 10 min; Potency, µM (series often up to 61.6 µM), without a hit: at the top dose activity, negative = inhibition, actives largely listed as inhibitors; 230,000 compounds, 0.44% hits; AID 880; active = well fitted inhibition curve with a large enough effect, not every such curve was filed as active; inactive = no such curve, though single readings can be large or run the other way; also: % is scaled to controls: 0 for no effect and ±100 for the full control effect; nearly all actives have a fitted effect of over 30% in size; many of its hits are not listed in these tables
Target sequence (P63096 whole entry, looked up): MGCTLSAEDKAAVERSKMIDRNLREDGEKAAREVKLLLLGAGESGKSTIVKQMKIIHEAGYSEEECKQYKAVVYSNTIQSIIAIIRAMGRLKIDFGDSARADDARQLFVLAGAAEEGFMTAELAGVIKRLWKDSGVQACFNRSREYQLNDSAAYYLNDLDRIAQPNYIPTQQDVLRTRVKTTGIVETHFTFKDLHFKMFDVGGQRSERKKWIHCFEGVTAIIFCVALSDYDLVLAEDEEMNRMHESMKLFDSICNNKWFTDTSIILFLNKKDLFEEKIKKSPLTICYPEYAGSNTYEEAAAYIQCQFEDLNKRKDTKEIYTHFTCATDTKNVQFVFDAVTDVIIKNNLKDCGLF
* = called active by the depositor; i = inactive; ? = inconclusive; . = not tested or not shown; & = joins results of further samples; [ ] = remark or other dose. Unless noted, calls follow the shape of the dose curve; as a rule, active = well fitted curve in the direction sought with a large enough effect; inconclusive = small, poorly fitted or top-dose-only effect, or another doubt; inactive = no such curve, though single readings can be large; an effect the other way counts as inactive or inconclusive. Potency is read from the fitted curve at half-maximal effect. This is a subset (hit frequency here may not be typical).

SMILES | RGS12 GoLoco inh | LMNA splice mod | TR SRC2 fluor cs | KDM4E inh | SMN2 splice enh | RECQ1 helicase | TRb SRC2 PPI | ALDH1A1 block
O=c1n(Cc2cc3c(cc2Cl)OCO3)c(=O)n2n1CC[C@H]1/C(=N\OCc3ccccc3)[C@H]3O[C@@H]3[C@@H](O)[C@@H]12 | . | . | -2.0%[11.2 µM] | . | . | i[11.5 µM] | 0.9%[11.2 µM] | -9.8%[13.5 µM]
O=C(CN1C(=O)C2CCCN2c2ncc(Cl)cc21)NCc1ccc2c(c1)OCO2 (stereo not given) | 6.7% | 14.6% | -4.2% | 14.1µM* | -15.1% | -17.9% | 6.2% | ?
Cc1cc(C)n(-c2ccc(C(=O)Nc3ccc(S(=O)(=O)NCc4ccco4)cc3)cc2)n1 | 4.0% | ? | 0.2% | -3.1% | -48.1%[inhibitor] | i | 3.9% | 10.6%
CCCc1c(C(=O)NNc2ccc(C)cc2)cnn1-c1ccccc1 | 0.0% | . | -2.4% | -4.2% | . | -0.3% | -9.6% | 14.1µM*
COc1ccc(C2(C)NC(=O)N(CC(=O)Nc3ccc(-c4nc5ccc(C)cc5s4)cc3)C2=O)cc1 (stereo not given) | 54.2%[activator] | . | -2.5% | -5.2% | 7.08µM* | i | -0.8% | -1.2%
Cc1cc(O)cc(O[C@H]2OC(CO)[C@H](O)[C@@H](O)[C@H]2O)c1 (stereo not given in full) | 6.8% | -1.2% | -0.2% | 3.4% | 1.2% | 1.0% | -4.0% | 5.1%
CC#C[C@]1(O)CC[C@H]2C3CCC4=CC(=O)CCC4=C3[C@@H](c3ccc(N(C)C)cc3)C[C@@]21C (stereo not given in full) | -19.3%&-12.9% | ? | -6.9%&-2.2% | 0.3% | -39.3%&-44.1%[inhibitor] | -11.5% | 4.4%&1.2% | 6.0%&2.9%
CC(=O)c1ccc(NC(=O)c2ccc(CNc3c(N4CCCC4)c(=O)c3=O)cc2)cc1 | 4.8% | . | -0.4% | 1.0% | . | 2.4% | 13.0% | 4.5%
Cc1ccc(S(=O)(=O)N2CN(Cc3ccco3)c3nc4ccccc4nc32)cc1 | . | ? | -3.4% | ? | . | -6.5% | 0.0% | ?
COc1cc(NC(=S)NC(=O)c2ccccc2F)ccc1NC(=O)c1ccco1 | 7.5% | 3.1% | 0.5% | -4.2% | ? | -38.0% | 3.2% | 31.6µM*
Cc1cccnc1CN1CCN(Cc2nc(Cc3cccc(F)c3)no2)CC1 | 6.4% | . | -4.1% | -7.6% | . | i | -9.8% | -4.9%
Cn1c(=O)c(CCc2ccccc2)nc2cnc(N3CCNCC3)nc21 | 4.0% | . | . | . | ? | 9.9% | . | ?
C/C(=N/NC(=O)c1ccc2c(c1)OCO2)c1ccc(Br)s1 | 0.0% | . | -2.2% | 2.0% | . | -6.8% | -3.0% | 6.7%
COCCCN1C(=O)/C(=C\c2ccc3c(c2)OCO3)C(C(=O)OC)=C1C | 16.4% | 4.3%[46 µM] | -1.2%[53 µM] | ? | . | 8.7% | 0.1%[53 µM] | -4.4%
O=C1CCCN=C(Nc2ccc(F)c(Cl)c2)S1 | 12.3% | . | 0.6% | 5.8% | . | -12.5% | -2.1% | .
CCOc1ccccc1N(CC(=O)NCCSc1ccccc1)S(C)(=O)=O | -4.3% | ? | -2.6% | 3.5% | -13.9% | i | 3.7% | -3.3%
Fc1ccc(CNC(=S)NCc2ccc(F)cc2)cc1 | -9.7% | . | 0.3% | 1.2% | . | i | 7.5% | 2.4%
Cc1ccc(SCC(=O)NC(=O)Nc2ccc3c(c2)OCCO3)c(C)c1 | -8.3% | -2.5% | 5.2% | 5.5% | -7.9% | -3.6% | 0.5% | 9.7%
Cn1sc(NC(=O)c2cccc(Cl)c2)nc1=O | 2.4% | -16.6% | -2.0% | -4.1% | 17.3% | -1.2% | -8.1% | 5.4%
NS(=O)(=O)c1ccc(NC(=O)/C=C/c2cccs2)cc1 | -3.8% | . | -3.1% | -26.7% | . | i | 11.3% | .
CCOC(=O)Cn1c(=N)n(CCOc2ccc3ccccc3c2)c2ccccc21 | 2.0% | 1.6% | -0.8% | -10.2% | 15.5% | 6.2% | -9.7% | 2.5%
COc1ccc(-n2c(SCc3cn4c(C)cccc4n3)nc3ccccc3c2=O)cc1OC | 7.9% | . | -4.0% | -1.7% | -8.7% | -19.3% | -1.6% | 9.1%
COc1ccc(C(CCNCc2ccc(F)cc2)c2ccc(F)cc2)cc1 (stereo not given) | -2.4% | -9.2% | -3.0%[53 µM] | -3.8% | -9.9% | -17.3% | -1.0%[53 µM] | -1.1%
COc1ccc(C2SCCN2C(=S)Nc2cccc(Cl)c2)cc1 (stereo not given) | -6.5% | ? | -1.3% | 1.3% | -25.5% | -12.9% | 9.3% | ?
CCCc1nc2ccccc2c(=O)n1NC(=O)c1c(O)c2ccccc2[nH]c1=O | 4.6% | 6.5% | -7.3% | ? | -1.2% | 14.5% | -1.2% | ?
Cc1ccc2cccc(Oc3nnnn3-c3ccccc3)c2n1 | 1.8% | 6.3% | 0.3% | 10.1% | ? | -13.2% | -3.1% | -7.4%
O=C(O)CCc1ccc(-c2ccc(Br)cc2)n1Cc1ccco1 | 30.6%[activator] | 2.5% | -2.3% | ? | -6.2% | -6.7% | -7.1% | ?
Cc1ncc2c(c1O)COP(=O)(O)OC2 | 5.3% | . | 0.8% | ? | . | -0.3% | -26.7% | 4.7%
Clc1ccc(OCc2nnc(-c3ccccc3Br)o2)cc1 | 17.9% | 16.5% | 2.4% | -3.8% | 1.8% | -21.7% | 11.3% | -10.4%
C=CCNC(=O)/C(=C/c1ccc(Br)cc1)NC(=O)c1ccccc1OC | 6.4% | . | -1.5% | 0.6% | 2.2% | -2.7% | -4.4% | 2.7%
CCOc1ccc(NS(=O)(=O)c2ccc(NC(=S)NC(C)=O)cc2)cc1 | -8.7% | . | 1.3% | -3.3% | . | 8.7% | 10.8% | 17.1%
N/C(=N\OC(=O)N1CCOCC1)c1ccc(Cl)cc1 | 7.9% | -11.1% | 2.3% | -2.1% | -82.3%[inhibitor] | -5.3% | -15.3% | 11.0%
O=C(/C=C/c1cccc([N+](=O)[O-])c1)NCC1CCCO1 (stereo not given) | 2.5% | -5.5% | 0.0% | -5.1% | -5.7% | 7.3% | -5.8% | 14.1µM*
O=C(CCN1C(=O)COc2ccccc21)NCCCN1CCN(c2ccccc2F)CC1 | -0.5% | 12.4% | -2.1% | -2.7% | 18.5% | -4.9% | -11.8% | 1.3%
Cc1sc2nc(C)n(/N=C/c3ccc(O)cc3O)c(=O)c2c1C | -4.0% | . | -0.1% | -3.6% | -12.7% | 13.2% | 1.2% | 3.4%
O=C(Nc1nccc(-c2cccs2)n1)c1cccs1 | 8.4% | 7.9% | -1.7% | -0.3% | ? | -1.3% | -3.9% | ?
Cc1ccc(S(=O)(=O)N(C(=O)c2ccncc2)c2ccc3oc4c(c3c2)CCCC4)cc1[N+](=O)[O-] | 3.4% | -5.9% | 4.4% | -7.4% | -53.5%[inhibitor] | -16.2% | 4.9% | ?
COc1ccc(-c2nc3cnc(OC)nc3n(Cc3cccs3)c2=O)cc1 | -3.2% | . | . | . | -3.6% | -2.0% | . | ?
Cc1c(C(=O)Nc2ccccc2)oc2c1C(=O)CC(C)(C)C2 | -7.5% | -4.1% | 1.8% | -4.7% | 18.5% | -17.9% | -25.3% | ?
Cc1ncc([N+](=O)[O-])n1CC(=O)NC1CCCCC1 | -1.2% | 1.1% | -6.4% | 5.6% | 13.9% | -1.8% | -7.1% | -7.3%
C/C(=C(\C#N)C(=O)NCCN1CCOCC1)N(C)C | 3.4% | -8.4% | -1.1% | -1.7% | 23.5% | 15.1% | -1.6% | -1.3%
O=C(Nc1cccc(F)c1)N1CCC2(CC1)CCN(C(=O)c1cc(C(F)(F)F)cc(C(F)(F)F)c1)CC2 | 10.6% | . | . | . | -6.6% | -12.0% | . | 9.4%
O=C(NCc1ccccc1)c1ccc2nc(N3CCOCC3)sc2c1 | 1.6% | . | -5.3% | -5.0% | . | -9.2% | -3.8% | .
Cc1cccc(C(C)C)c1NC(=O)CN(C)Cc1cccc(F)c1 | 4.0% | ? | -1.5% | 8.4% | -27.2% | -3.0% | -7.8% | 9.1%
CC(=O)Nc1ccccc1C(=O)C(=O)Nc1cccc(C(=O)NC2CC2)c1 | -1.8% | -2.4% | 1.6% | -5.3% | 0.3%[1.84 µM] | -0.2% | -7.7% | 10.2%
O=C(COC(=O)c1ccc(CNS(=O)(=O)c2ccc(F)c(Cl)c2)cc1)NC1CCCCCCC1 | 5.9% | -9.8% | 9.1% | -6.4% | -7.9% | 0.9% | 1.3% | 11.5%
CCCCSc1nc(O)c(Cc2ccccc2)c(=O)[nH]1 | -9.2% | -0.6% | -1.5% | 4.6% | 12.5% | -10.3% | -17.7% | ?
Cc1cc(NC(=O)CSc2ccc3nnc(-c4cccnc4)n3n2)no1 | 18.4% | 1.0% | -2.5% | ? | -13.4% | 2.6% | -10.6% | ?
COc1cc(NC(=O)c2cccs2)c(OC)cc1NC(=O)c1ccco1 | -11.6% | -4.7% | 0.6% | 1.3% | -22.1% | -4.7% | 2.3% | ?
COC(=O)c1ccccc1NC(=O)c1cn(-c2ccc(C)c(C)c2)c(=O)c2ccccc12 | 11.6% | ? | 0.1% | ? | -21.8% | -2.0% | -1.2% | ?
O=C(Nc1ccccc1)Nc1nnc(-c2cccs2)s1 | 5.8% | -11.7% | -1.6% | ? | ? | -11.5% | -6.0% | -0.2%
CCOC(=O)N1CCN(C(=O)c2ccc(C#CC3(O)CCCCC3)cc2)CC1 | 5.5% | -3.1% | -1.0% | 2.4% | 10.3% | i | 8.6% | -4.2%
CCCc1nnc(NC(=O)c2cccs2)s1 | -1.8% | -9.1% | 1.0% | 5.3% | 8.8% | -15.3% | 3.0% | -0.9%
Nc1ccc(C(=O)O)cc1S(=O)(=O)O | 3.5% | . | -4.0% | 3.0% | . | i | -4.4% | .
